Epigenetic reg – Quantitative High-Throughput Screen for Regulators of Epigenetic Control | murine LDR cells, GFP reporter derepression, 30 h | AID 1865, 2009 | hit rate 0.2% among 280,000 | Potency, µM (titrated, usually from 53.9 µM), for the others: top-dose GFP activation, most hits filed as activators; active = well fitted activation curve with a large enough effect; inconclusive = small, poorly fitted or top-dose-only effect; also: % of control where 0% means no effect; nearly all actives have a fitted effect of over 60% in size
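Murine LDR cells carrying a silenced, genomically integrated CMV-driven GFP reporter were exposed to compound for 30 hours at 37 C. After PBS washes, GFP-positive cells (20–120 um objects) were counted by laser-scanning microplate cytometry.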
* = called active by the depositor; ? = inconclusive. Potency is read from the fitted curve at half-maximal effect.

SMILES	Epigenetic reg
O=C(O)c1ccc(Nc2nc3ccccc3n3cnnc23)cc1	0.8%
COc1cccc(NC(=O)C2CCCN(c3ncnc4onc(-c5ccc(F)cc5)c34)C2)c1 (centres undefined)	1.1%
Cc1ccccc1N(C)S(=O)(=O)c1nnc(NC(=O)C(C)C)s1	22.4µM*
CCCCN1CC(c2nc3ccccc3n2CCCCOc2c(C)cccc2C)CC1=O (centres undefined)	?
Cc1ccccc1C(=O)Nc1ccccc1OCc1cc(=O)n2ccccc2n1	0.5%
Cc1ccc(CNS(=O)(=O)c2ccc3c(c2)CC(C)N3C(=O)C2CCC2)cc1 (centres undefined)	-1.2%
CCOCCCNC(=O)Cn1nc(C)n2c(cc3cc(C)ccc32)c1=O	2.2%
CCOC(=O)c1sc(N2C(=O)c3oc4cc(C)c(C)cc4c(=O)c3C2c2ccc(C)cc2)nc1C (centres undefined)	1.9%
CCc1ccc(OC(=O)CSc2nnc(-c3ccc4c(c3)OCO4)o2)cc1	-0.2%
CCc1cnc2c(c1SCC(=O)N1CCC(C)CC1)c(=O)n(C)c(=O)n2C	4.1%
COc1ccc(-n2nc(C(=O)Nc3cccc(C)n3)c3c4ccccc4n(C)c3c2=O)cc1Cl	-0.4%
CCc1nnc2c3ccccc3nc(Nc3ccccc3OC)n12	-1.1%
Cc1ccc(C)c(N2CCN(C(=O)c3ccc4c(c3)c(C)c(C)n4C)CC2)c1	6.7%
CCc1ccc(C2c3c(oc4ccc(F)cc4c3=O)C(=O)N2c2nc(C)c(C(=O)OC)s2)cc1 (centres undefined)	-1.0%
Cc1ccc2c(C)c(C(=O)NCC(c3ccc(Cl)cc3)N3CCOCC3)oc2c1 (centres undefined)	-3.2%
COC(=O)c1ccc(CSc2nc3c([nH]c4ccccc43)c(=O)n2-c2ccc(Cl)cc2)o1	2.8%
CC(NC(=O)C1CCN(C(=O)N2CCOc3ccccc32)CC1)c1ccccc1 (centres undefined)	1.1%
COC(=O)c1ccccc1NC(=O)CN1C(=O)COc2ccc(Cl)cc21	1.8%
COc1cc2c(cc1OC)C(COc1ccc3c(C)cc(=O)oc3c1)N(C(=O)c1cc(Cl)ccc1OC)CC2 (centres undefined)	-1.0%
COc1ccccc1CNc1ccc(-c2nc(C)no2)cc1[N+](=O)[O-]	-0.4%
COc1ccc(-c2noc(CNC(=O)COc3cccc(C)c3C)n2)cc1	-1.9%
CCc1ccc(S(=O)(=O)c2cn(C)c3cc(OC)c(OC)cc3c2=O)cc1	-1.9%
Cc1cccc(-n2nc(C)c(C(=O)Nc3cc(C)ccc3C)c2-n2cccc2)c1	4.8%
Cn1nc(C(=O)NCc2ccccc2)c2c1-c1ccccc1S(=O)(=O)C2	0.0%
COc1ccc(CNC(=O)c2nn(C)c3c2CS(=O)(=O)c2ccccc2-3)cc1	0.0%
SMILES	Epigenetic reg
CCCCC(=O)Nc1cc(C)c(O)c(-c2nc3ncccc3o2)c1	4.1%
Cc1ccc(-c2nnc3ccccc3c2C(=O)Nc2ccc(C)c(F)c2)cc1	5.3%
Cc1cccc(OCC(=O)NCC2(N3CCN(C)CC3)CCCCC2)c1C	0.0%
Cc1ccccc1Cn1nnc2sc3c(c2c1=O)CCCC3	0.0%
Cc1ccccc1C(=O)OCc1cc(=O)n2nc(C3CC3)sc2n1	0.0%
CS(=O)(=O)c1ncc(Cl)c(C(=O)Nc2c(C(=O)c3ccc(Cl)cc3)oc3ccccc23)n1	?
Cc1ccc(-c2nnc(Nc3ccc(O)cc3)c3ccccc23)cc1S(=O)(=O)N1CCN(C)CC1	-1.9%
Cc1cc(F)ccc1NS(=O)(=O)c1c(C)nc2scc(C)n2c1=O	-0.2%
CCOC(=O)CNC(c1ccccc1)c1cc(Br)ccc1NC(=O)c1cccc(Cl)c1 (centres undefined)	-0.8%
CCOc1ccccc1-n1ccnc(NCc2ccc(F)cc2)c1=O	-1.1%
Cc1cc2nn(-c3ccc(F)cc3)nc2cc1NC(=O)c1cccc([N+](=O)[O-])c1C	1.1%
Cc1cc(C)c(-c2n[nH]c3c2C(c2ccccc2F)N(CCO)C3=O)c(O)c1 (centres undefined)	7.3%
Cc1nn(CC(=O)N2CCC(C)CC2)c(=O)c2cc3sccc3n12	0.0%
Cc1ccc(C)c(NC(=O)c2nc(S(=O)(=O)Cc3ccc(F)cc3)ncc2Cl)c1	?
COc1ccc(N2CCN(C(=O)c3cccn4c(=O)c5ccc(Cl)cc5nc34)CC2)cc1	7.6%
CCN(Cc1ccccc1)C(=O)Cn1c(=O)cc(C)c2c(C)nn(-c3cccc(F)c3)c21	0.0%
CN(c1ccc(F)cc1)S(=O)(=O)N1CCCC(C(=O)NCc2cccc(Br)c2)C1 (centres undefined)	6.9%
CCOC(=O)C1CCCN(S(=O)(=O)c2ccc3c(c2)CCN3C(=O)CC)C1 (centres undefined)	2.8%
O=C(CN1C(=O)c2cccc3cccc1c23)Nc1ccccc1Br	2.8%
O=C(CCS(=O)(=O)c1cc2c(cc1Cl)NC(=O)CO2)NCCc1ccc(Cl)cc1	1.1%
COc1ccc(C2=C(C)C(=O)N(Cc3ccc(C(=O)NCc4ccccc4C)cc3)S2(=O)=O)cc1	0.0%
COc1ccc(-n2nc(C(=O)N3CCN(c4cccc(C)c4)C(C)C3)c3c4ccccc4n(C)c3c2=O)cc1Cl (centres undefined)	0.6%
COc1ccc(CCNC(=O)CCc2c(C)c3cc4c(C)c(C)oc4cc3oc2=O)cc1OC	3.4%
Nc1c(C(=O)Nc2ccc(OC(F)(F)F)cc2)sc2nc(-c3ccncc3)ccc12	1.8%
CCOc1ccccc1NC(=O)CSc1nccn1Cc1ccc(F)cc1	1.4%
SMILES	Epigenetic reg
CCOc1ccccc1NC(=O)Nc1cc(C(=O)NCc2ccc(C)cc2)ccc1N1CCCC1	?
CCc1ccc(NC(=O)Nc2nnc(N(C)C3CCCCC3)s2)cc1	-4.0%
Cc1ccc2oc(C(=O)Nc3cccc(Cl)c3)cc(=O)c2c1	2.1%
CCOC(=O)C1CCCN(C(=O)Cn2nc(C)n3c(cc4c(OC)cccc43)c2=O)C1 (centres undefined)	0.0%
COc1ccc(NC(=O)CN(C)S(=O)(=O)c2ccc3c(c2)CCCN3C(C)=O)cc1Cl	0.0%
CCc1cccc(C)c1NC(=O)Cn1ccn(-c2cccc(OC)c2)c(=O)c1=O	0.8%
Cc1ccc(-c2nc3ccccc3[nH]2)cc1NC(=O)COc1ccc(Cl)cc1Cl	-1.1%
COc1ccc(OC)c(CCNC(=O)c2cc3c(=O)n(C)c4ccccc4c3n2C)c1	0.0%
Cc1cc(NC(=O)Nc2nnc(N3CCCCC3)s2)ccc1Br	0.2%
COc1ccccc1NC(=O)c1oc2ccccc2c1NC(=O)COc1cccc(C)c1	-5.5%
CC(C)c1ccc(NC(=O)CN2C(=O)COc3ccc(S(=O)(=O)N4CCOCC4)cc32)cc1	0.0%
CCS(=O)(=O)N1CCCc2cc(C(=O)Nc3cccc(C(C)=O)c3)ccc21	0.5%
O=C(c1cccc(Cl)c1)N1CCN(CCc2ccncc2)CC1	0.0%
COc1cccc(CNC(=O)CCCn2c(=O)c3cccn3c3cccnc32)c1OC	4.7%
Cc1ccc(NC(=O)C2CCN(S(=O)(=O)c3cccc4nonc34)CC2)c(Cl)c1	-0.9%
Cc1ccccc1NCc1cccn1-c1nnc(N2CCC(C)CC2)s1	-1.3%
CCc1nc2ccc(C(=O)N3CCN(c4cc(Cl)ccc4C)CC3)cc2nc1CC	-0.5%
COc1ccc(-n2cc(-c3ccccc3)c3c(SC(C)C(C)=O)ncnc32)cc1 (centres undefined)	1.3%
CCc1ccc(NS(=O)(=O)c2cc(-c3cnc(C4CC4)o3)ccc2C)cc1	-2.1%
Cc1ccc(NC(=O)Cn2cc3c(n2)CCCC3)c(C)c1	-3.2%
CCC(C)n1c(=N)c(C(=O)NC2CCCC2)cc2c(=O)n3ccccc3nc21 (centres undefined)	-0.6%
CCc1ccc(Cn2c(CNS(=O)(=O)c3ccc(F)c(Cl)c3)nc3cccnc32)cc1	2.2%
COc1ccc(CNc2nc3ccccc3c3nc(-c4ccccc4)nn23)cc1	0.0%
CCOc1ccccc1NC(=O)CSc1nccn1-c1cccc(C)c1	2.8%
Cc1cc(C)c2oc(C(=O)Nc3ccc(S(=O)(=O)N4CCCCC4)cc3)cc(=O)c2c1	-1.9%
SMILES	Epigenetic reg
COCCCN1C(=O)N(c2ccccc2)C(=O)C1CC(=O)Nc1ccc(F)cc1 (centres undefined)	5.1%
Cc1ccc(OCCCCn2nnc3sc4c(c3c2=O)CCC(C)C4)cc1 (centres undefined)	1.7%
O=C(CC(c1cccs1)N1Cc2ccccc2C1=O)Nc1cccc(F)c1 (centres undefined)	-5.7%
COc1ccc(CCCc2nnc(SCC(=O)Nc3cc(F)ccc3C)o2)cc1	-3.6%
CCCN1Cc2cccc(C(=O)Nc3cc(C)cc(C)c3)c2C1=O	0.8%
CC1C(=O)N2CCCc3cc(S(=O)(=O)N4CCC(C(N)=O)CC4)cc1c32 (centres undefined)	-2.8%
Cc1ccccc1NC(=O)Cn1c(=O)n(CCCC(=O)NCc2ccc3c(c2)OCO3)c(=O)c2ccccc21	-1.8%
CC1CCN(c2oc(-c3cccs3)nc2S(=O)(=O)c2ccccc2)CC1	0.8%
O=C(Nc1cccc(Br)c1)N1CCC(CN2CCCCC2)CC1	1.2%
CCOc1ccc(NC(=O)N2CCN(c3ccc(Cl)c(Cl)c3)CC2)cc1	0.0%
Cc1cccc(N(CC(=O)NCCSCc2ccccc2)S(=O)(=O)c2ccccc2)c1C	-1.3%
Cc1cccc(-c2noc(-c3cccnc3NCc3ccccc3Cl)n2)c1	-3.3%
Cc1ccc(N2CC(NC(=O)c3ccc(S(=O)(=O)N(C)C)cc3)CC2=O)cc1C (centres undefined)	3.9%
Cc1cccc(Cn2c(SCc3ccc(C(=O)NCCc4ccccc4)cc3)nc3cccnc32)c1	0.0%
COc1cc(NC(=O)Cn2c(=O)cc(C)c3c(C)nn(-c4ccc(C)cc4)c32)cc(OC)c1	2.9%
Cc1cc(C)cc(NC(=O)CSc2nc(-c3ccccc3)c3cc(F)ccc3n2)c1	-3.6%
COc1cccc(CNC(=O)C(=O)NCC(c2cccs2)S(=O)(=O)c2ccccc2)c1 (centres undefined)	4.2%
COc1ccc(-c2cc3nc(C)c(CCC(=O)N4CCN(c5ccccc5)CC4)c(C)n3n2)c(OC)c1	-1.1%
COc1ccc(-c2cn3nc(SCC(=O)Nc4cccc(C)c4C)ccc3n2)cc1	3.4%
CCn1cc(C(=O)NCCc2ccc(Cl)cc2)c(=O)c2cc(S(=O)(=O)N3CCc4ccccc4C3)ccc21	0.1%
Cc1cccc(NC(=O)C2CCCN(S(=O)(=O)c3c(C)n[nH]c3C)C2)c1 (centres undefined)	-4.7%
CC(C)c1ccc(NC(=O)C2CCCN(S(=O)(=O)c3ccc(Br)s3)C2)cc1 (centres undefined)	2.0%
CCOC(=O)c1c(NC(=O)COc2ccc(OC)cc2)sc(C(=O)N(CC)CC)c1C	-1.1%
O=C(/C=C/c1cn(CC(O)CN2CCc3ccccc32)c2ccccc12)c1ccc(Br)cc1 (centres undefined)	7.9%
CCc1ccc(NC(=O)CSc2nc3ccccc3nc2Cc2ccc(C)cc2)cc1	1.9%
CCOc1ccc(N2CC(c3nc4ccccc4n3CCOc3ccccc3)CC2=O)cc1 (centres undefined)	0.0%
CCC1CCCCN1CCCNC(=O)c1ccc2c(c1)N(Cc1cccc(Cl)c1)C(=O)c1ccccc1S2(=O)=O (centres undefined)	1.1%
CCc1ccccc1NC(=O)CC(C)n1nc(C)cc1C (centres undefined)	1.5%
O=C1c2[nH]nc(-c3ccccc3)c2C(c2ccccc2)N1c1cccc(C(F)(F)F)c1 (centres undefined)	0.8%
CCN(CC)CCNC(=O)Nc1ccc2c(c1)N(Cc1ccccc1)C(=O)c1ccccc1S2	-2.9%

A stretch of the results above, as a working copy:
SMILES	Epigenetic reg
COCCCN1C(=O)N(c2ccccc2)C(=O)C1CC(=O)Nc1ccc(F)cc1 (centres undefined)	5.1%
Cc1ccc(OCCCCn2nnc3sc4c(c3c2=O)CCC(C)C4)cc1 (centres undefined)	1.7%
O=C(CC(c1cccs1)N1Cc2ccccc2C1=O)Nc1cccc(F)c1 (centres undefined)	-5.7%
COc1ccc(CCCc2nnc(SCC(=O)Nc3cc(F)ccc3C)o2)cc1	-3.6%
CCCN1Cc2cccc(C(=O)Nc3cc(C)cc(C)c3)c2C1=O	0.8%
CC1C(=O)N2CCCc3cc(S(=O)(=O)N4CCC(C(N)=O)CC4)cc1c32 (centres undefined)	-2.8%
Cc1ccccc1NC(=O)Cn1c(=O)n(CCCC(=O)NCc2ccc3c(c2)OCO3)c(=O)c2ccccc21	-1.8%
CC1CCN(c2oc(-c3cccs3)nc2S(=O)(=O)c2ccccc2)CC1	0.8%
O=C(Nc1cccc(Br)c1)N1CCC(CN2CCCCC2)CC1	1.2%
CCOc1ccc(NC(=O)N2CCN(c3ccc(Cl)c(Cl)c3)CC2)cc1	0.0%
Cc1cccc(N(CC(=O)NCCSCc2ccccc2)S(=O)(=O)c2ccccc2)c1C	-1.3%
Cc1cccc(-c2noc(-c3cccnc3NCc3ccccc3Cl)n2)c1	-3.3%
Cc1ccc(N2CC(NC(=O)c3ccc(S(=O)(=O)N(C)C)cc3)CC2=O)cc1C (centres undefined)	3.9%
Cc1cccc(Cn2c(SCc3ccc(C(=O)NCCc4ccccc4)cc3)nc3cccnc32)c1	0.0%
COc1cc(NC(=O)Cn2c(=O)cc(C)c3c(C)nn(-c4ccc(C)cc4)c32)cc(OC)c1	2.9%
Cc1cc(C)cc(NC(=O)CSc2nc(-c3ccccc3)c3cc(F)ccc3n2)c1	-3.6%

Assay outcomes deposited in PubChem by National Center for Advancing Translational Sciences (NCATS).

This is a subset, so the mix of outcomes need not match the whole.
